# STK33 kinase inh = inhibitors of purified STK33 kinase, primary screen, biochemical, ADP-Glo luminescence, homogeneous, cell-free; Serine/threonine-protein kinase 33 (Homo sapiens), Q9BYT3; MBP phosphorylation; inhibition, % at 10 µM; 0.073% of 320,000 active;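 active = inhibition at or above 25%, using the most active replicate where run in duplicate; inactive = inhibition below 25%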
# Target sequence (Q9BYT3 whole entry, looked up): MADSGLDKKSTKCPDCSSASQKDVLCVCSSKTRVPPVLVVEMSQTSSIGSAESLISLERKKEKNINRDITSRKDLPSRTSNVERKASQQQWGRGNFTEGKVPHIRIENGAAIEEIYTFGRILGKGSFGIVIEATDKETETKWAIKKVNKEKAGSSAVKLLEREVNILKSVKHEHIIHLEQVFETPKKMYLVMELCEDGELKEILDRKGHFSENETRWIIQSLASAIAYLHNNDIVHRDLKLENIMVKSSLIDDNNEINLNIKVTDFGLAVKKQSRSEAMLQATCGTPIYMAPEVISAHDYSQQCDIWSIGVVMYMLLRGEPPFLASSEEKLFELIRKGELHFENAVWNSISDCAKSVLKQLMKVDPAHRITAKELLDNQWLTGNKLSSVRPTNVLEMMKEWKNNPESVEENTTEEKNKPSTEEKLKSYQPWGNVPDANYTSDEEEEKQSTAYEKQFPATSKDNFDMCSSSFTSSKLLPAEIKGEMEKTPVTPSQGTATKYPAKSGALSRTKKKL
# Kir21 inh = inhibitors of mouse Kir2.1 inward-rectifier potassium channel; HEK293-Kir2.1, FluxOR thallium flux fluorescence; hits give low values; B-score at 10 µM; AID 1672, 2009; 0.85% of 310,000 active; Inward rectifier potassium channel 2 (Mus musculus), P35561;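 active = fluorescence ratio B-score at or below minus 3 SD of library scores, with starting-brightness B-score within 2 SD, cut at about -4.2 in these data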;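 also: channel flux triggered by added potassium and thallium sulfate stimulus; B-score of peak minus minimum fluorescence over baseline after thallium stimulus; more negative B-score means stronger Kir2.1 block with less thallium influx; some compounds called inactive have numbers as strong as hits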
# Target sequence (P35561 whole entry, looked up): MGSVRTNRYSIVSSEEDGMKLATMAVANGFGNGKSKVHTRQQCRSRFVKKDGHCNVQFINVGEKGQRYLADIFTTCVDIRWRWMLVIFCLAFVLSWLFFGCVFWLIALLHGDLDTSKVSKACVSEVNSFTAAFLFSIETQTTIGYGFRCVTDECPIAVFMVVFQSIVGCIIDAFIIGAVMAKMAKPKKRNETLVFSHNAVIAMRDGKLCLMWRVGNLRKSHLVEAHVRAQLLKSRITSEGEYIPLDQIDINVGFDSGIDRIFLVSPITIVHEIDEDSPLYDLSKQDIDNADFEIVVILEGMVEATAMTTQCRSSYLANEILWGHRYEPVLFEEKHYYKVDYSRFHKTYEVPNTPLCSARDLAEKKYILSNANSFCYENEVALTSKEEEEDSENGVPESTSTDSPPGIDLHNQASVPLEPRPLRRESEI
# Active calls of the source: *; . = not tested or not shown. No enrichment for hits. Share with any hit: about 0.84%.
SMILES,STK33 kinase inh,Kir21 inh
C=CCOC(=O)C1=C(C)N=C2SCCC(=O)N2C1/C=C/c1ccccc1 (stereo not given),-0.8,0.47
CCOC(=O)c1nnn(-c2nonc2N)c1-c1ccccc1,1.4,-2.2
O=C(NC1CCCc2c1cnn2-c1ccccc1F)c1ccccc1N1CCOCC1 (stereo not given),-0.7,0.73
Cc1cc(C)n(-c2ccc(C(=O)N3CCc4ccccc43)cc2)n1,0.0,1.1
O=C1C(N2CCOCC2)=C(n2nnc3ccccc32)C(=O)c2ccccc21,1.6,0.33
CSc1ccc(/C=N/NC(=O)c2cc(O)cc(O)c2)cc1,2.4,0.26
CSc1nsc(SC)c1NC(=O)N1CCCCC1,-1.1,-0.04
COc1ccc2c(CC(=O)Nc3nc(C)cs3)coc2c1,-0.4,0.12
COc1ccc(NC(=O)CN2CCc3ccccc3C2)cc1S(=O)(=O)N1CCOCC1,-0.7,0.53
CC(C)(C)c1ccc(C(=O)NNc2cc(Cl)cc(Cl)c2)cc1,-0.9,0.02
O=C1CNC(=O)/C(=C\c2ccccc2)N1,1.0,0.72
COc1ccc(-c2c(C)nn3c(N4CCCCCC4)cc(C)nc23)cc1OC,-0.8,-0.33
CC1(C)Cc2c(c(=S)nc(-c3ccccc3)n2CCN2CCOCC2)CO1,-1.3,1.4
CN(CCC#N)C(=O)COC(=O)c1cc(Cl)cc(Cl)c1N,0.0,-1.2
Cc1ccsc1C(=O)Nc1ccc(S(=O)(=O)N2CCOCC2)cc1,-0.3,.
C=CCNCc1cc(=O)n2c(-c3ccccc3)csc2n1,-1.5,-0.09
COc1ccc(-c2cn3cc(Br)cnc3n2)cc1,-0.7,0.9
COc1cccc(NC(=O)C2COc3ccccc3O2)c1 (stereo not given),1.0,-0.94
C=C(C)COc1ccc(-c2nc(N)ncc2Oc2ccccc2OCC)c(O)c1,0.9,0.2
COc1cc(Cc2nccc3cc(OC)c(OC)cc23)c(NC(C)=O)cc1OC,-0.6,-1.1
O=C1c2ccccc2C(Nc2ccc(S(=O)(=O)N3CCCCCC3)cc2)N1Cc1ccco1 (stereo not given),-0.7,0.01
COc1ccc(S(=O)(=O)NC(CC(=O)NCc2ccco2)c2ccco2)cc1 (stereo not given),0.9,1.6
COCCN(CCOC)S(=O)(=O)c1ccc(C(=O)Nc2nnc(C3CC3)o2)cc1,-0.5,0.28
COc1ccc(OC)c(S(=O)(=O)NCC(=O)NC2CCCCCC2)c1,0.4,.
O=[N+]([O-])c1ccccc1S(=O)(=O)N1CCN(S(=O)(=O)c2ccc3c(c2)OCCO3)CC1,-1.0,.
SMILES,STK33 kinase inh,Kir21 inh
O=C(Cn1nnc(-c2cccs2)n1)N1CCc2ccccc2C1,-2.5,1.1
Cc1ccc(S(=O)(=O)NC(=O)Nc2ccc(N(C)C)cc2)cc1,0.6,0.8
Cc1ccccc1C(=O)c1cccn1CC(=O)NCCC1=CCCCC1,-1.3,-0.99
CCOC(=O)N1CCN(CC(=O)Nc2ccc(F)cc2)CC1,-0.8,0.16
Cc1ccc(S(=O)(=O)N(C)Cc2ccc(-c3nnc4n3CCC4)cc2)cc1,-3.0,2
COc1ccc(C(=O)NNC(=O)c2cc3cccc(OC)c3oc2=O)cc1,0.2,-0.09
O=C(Nc1cc(C(F)(F)F)ccc1Cl)C(Sc1ccccn1)c1ccccc1 (stereo not given),5.4,1.2
CCOc1ccc(Cc2onc3c2C(=O)CC(C)(C)C3)cc1OCC,-0.5,-0.58
CC(C)(O)CNC(=O)Nc1ccc(Cl)c(Cl)c1,-1.7,-0.7
CC(=O)Nc1ccc(OS(=O)(=O)c2c(C)cc(C)cc2C)cc1,-0.7,0.98
Cc1ccc(CN2CC(C(=O)Nc3ccc4c(C)cc(=O)oc4c3)CC2=O)cc1 (stereo not given),-0.4,0.49
C=CCn1c(C)cc(C(=O)CSc2nc3ccccc3o2)c1C,-0.2,-2.1
Cc1ccc(F)c(C2=CC(=O)C[C@H](c3ccc(F)cc3)C2)c1,-1.2,.
CC(=O)Nc1cc(NC(C)=O)cc(C(=O)OCC(=O)N2CC(C)OC(C)C2)c1 (stereo not given),-0.4,-0.61
Cc1cc(C)cc(NC(=O)C2CCCN2S(=O)(=O)c2ccc3c(c2)C(C)(C)C(=O)N3C)c1 (stereo not given),-1.4,0.01
Cc1cc(C)nc(Nc2n[nH]c(COc3ccc(Cl)cc3)n2)n1,.,0.06
COc1ccccc1N1CCN(CC(O)COc2ccc3c(c2)CCC3)CC1 (stereo not given),-1.0,0.21
Cc1ccc(C)c(C(=O)COC(=O)CNS(=O)(=O)c2ccccc2)c1,0.8,-1.9
Cn1c(=O)oc2cc(S(=O)(=O)N3CCCC(C(=O)N4CCc5ccccc5C4)C3)ccc21 (stereo not given),0.3,-0.94
COc1cc(O)c2c(c1)OC(C)(C)CC2=O,-1.5,-0.91
N/C(=N\N=C\c1ccco1)SC1CC(=O)N(c2ccccc2)C1=O (stereo not given),-1.7,-0.32
CN(C)CCNC(=O)c1cc2c(=O)n(C)c3ccccc3c2n1C,3.1,0.39
Cn1c(N)c(C(=O)COC(=O)CSc2ccc3ccccc3c2)c(=O)n(C)c1=O,3.1,-0.07
O=C(CSCc1ccc([N+](=O)[O-])cc1)NC1CC1,-0.7,-0.08
CC(C)c1ccccc1NC(=S)NN(Cc1ccccc1)c1ccccc1,-1.6,-0.04

# Exported with two lines to a compound: entries from further up
# Screens in order – STK33 kinase inh, Kir21 inh
> CC(=O)Nc1ccc(OS(=O)(=O)c2c(C)cc(C)cc2C)cc1
 : -0.7, 0.98
> Cc1ccc(CN2CC(C(=O)Nc3ccc4c(C)cc(=O)oc4c3)CC2=O)cc1 (stereo not given)
 : -0.4, 0.49

# (continued)
SMILES,STK33 kinase inh,Kir21 inh
Cc1cc(C(=O)OCC(=O)NCc2ccco2)c(C)n1-c1ccc(F)cc1,0.0,-1.5
Cc1ccccc1C(=O)NC(=S)Nc1ccccc1[N+](=O)[O-],-0.2,-1.9
O=C(CCC1CCCC1)N1CCC(N2CCCCCC2)CC1,-0.5,-2.6
CCOc1cc(S(=O)(=O)N2CCOCC2)ccc1F,-0.8,-0.02
Cc1cc(C(=O)COc2cc(F)ccc2[N+](=O)[O-])c(C)n1C1CC1,-1.2,-2.5
CCOc1cc(CNCc2cccnc2)cc(Br)c1OCC(N)=O,-0.4,-0.02
N#CCSc1ccsc1C(=O)Nc1ccc(F)cc1,0.5,-0.04
Cc1c(Cl)cccc1NCC(=O)Nc1ccc(Cl)cc1F,0.2,-0.7
O=C(CSc1ccc(S(=O)(=O)N2CCCCC2)cn1)Nc1ccccc1Br,-0.7,.
CCn1c(SC(C)C)nnc1-c1c[nH]c2ccccc12,-2.2,0.23
COc1cc(/C=C/C(=O)N[C@@H](Cc2c[nH]c3ccccc23)C(=O)O)ccc1O,-0.1,-0.89
CN1CCN(NC(=O)Nc2cccc(F)c2)CC1,0.6,-0.61
COc1ccc(OC)c(NC(=O)CCCCCn2nnc3ccccc3c2=O)c1,-0.5,-1
O=C(NCCc1nc2ccccc2[nH]1)/C(=C/c1ccc(F)cc1)NC(=O)c1ccco1,1.1,-2.3
Cc1cccc(Nc2nnc(SCC(=O)c3c(N)n(C4CC4)c(=O)[nH]c3=O)s2)c1,5.9,.
O=C(CNc1cccc(S(=O)(=O)N2CCCC2)c1)Nc1ccc(F)c(F)c1,0.9,-1.6
CCc1nnc(NC(=O)C2CCCCC2)s1,-1.1,-1.8
ONC(=Nc1ccc(Cl)cc1)c1ccccc1Cl,-0.2,0.69
Cn1cc(CNCCCn2ncc3ccccc32)c(-c2ccccc2F)n1,-0.4,-0.67
CCN(C(=O)CN1CCN(S(=O)(=O)c2ccccc2C(F)(F)F)CC1)c1c(N)n(Cc2ccccc2)c(=O)[nH]c1=O,-0.3,-0.78
Cc1ccc(N(CC(=O)NCc2ccccc2)C(=O)c2csnn2)c(C)c1,-0.8,-0.71
COc1ccccc1C(=O)N1CCN(CCc2ccccc2)CC1,-1.9,-0.09
CN(C)c1cccc(C(=O)OCC(=O)N(C)c2ccccc2)c1,-1.3,-0.24
NS(=O)(=O)c1ccc(NC(=O)COC(=O)/C(=C/c2cccs2)c2cccs2)cc1,-0.4,3.1
COc1ccc(NC(=O)CCCn2c(=O)c3sccc3n(Cc3ccccc3)c2=O)cc1,.,0.4

# Looked up by structure from above:
SMILES,STK33 kinase inh,Kir21 inh
CCOc1cc(CNCc2cccnc2)cc(Br)c1OCC(N)=O,-0.4,-0.02
CSc1ccc(/C=N/NC(=O)c2cc(O)cc(O)c2)cc1,2.4,0.26

# Back to the main list with the 6 entries that preceded the break.
SMILES,STK33 kinase inh,Kir21 inh
CCN(C(=O)CN1CCN(S(=O)(=O)c2ccccc2C(F)(F)F)CC1)c1c(N)n(Cc2ccccc2)c(=O)[nH]c1=O,-0.3,-0.78
Cc1ccc(N(CC(=O)NCc2ccccc2)C(=O)c2csnn2)c(C)c1,-0.8,-0.71
COc1ccccc1C(=O)N1CCN(CCc2ccccc2)CC1,-1.9,-0.09
CN(C)c1cccc(C(=O)OCC(=O)N(C)c2ccccc2)c1,-1.3,-0.24
NS(=O)(=O)c1ccc(NC(=O)COC(=O)/C(=C/c2cccs2)c2cccs2)cc1,-0.4,3.1
COc1ccc(NC(=O)CCCn2c(=O)c3sccc3n(Cc3ccccc3)c2=O)cc1,.,0.4
COc1cc(-c2noc(C)c2/C=C/c2ccc(C(=O)O)cc2)cc(OC)c1OC,9.2,-1.7
COc1ccc(C2Nc3ccccc3NC3=C2C(=O)CC(C)(C)C3)cc1 (stereo not given),-2.1,-0.9
CSc1ccc(Cl)c(C(=O)Nc2cc(S(=O)(=O)N3CCOCC3)ccc2N2CCOCC2)c1,0.1,.
O=C1c2ccccc2-c2nc3ccccc3cc21,0.4,0.06
Cc1ccsc1C(=O)OCC(=O)c1ccc(OC(F)F)cc1,-0.2,.
COC(=O)Cn1cc(C(=O)c2ccco2)c2ccccc21,-0.2,0.04
CN(C)S(=O)(=O)N1CCN(C(=O)c2ccccc2Cl)CC1,0.8,-0.2
CCCS(=O)(=O)c1c(S(=O)(=O)CCC)c2c3ccccc3ccn2c1C(=O)OC,-0.6,0.09
COCCn1nnnc1C(c1ccccn1)N1CCN(c2cccc(C)c2C)CC1 (stereo not given),0.8,0.41
O=C(Nc1cccnc1)c1cc(-c2ccc(Br)cc2)nc2ccccc12,-0.9,-0.16
O=C(CCNC(=O)c1ccc(Br)cc1)Nc1ncccc1O,-1.6,-0.15
COc1ccc(NC(=O)CSc2nc3ccncc3[nH]2)c(OC)c1,-0.4,1.1
CC(C)(CO)Nc1nc(N2CCCC2)nc(N2CCCC2)n1,.,1
CCCCn1c(SCC(=O)NCc2ccco2)nc2ccccc2c1=O,-0.4,-0.49
CC(C)(C)c1cc(C2=CSC3=NCCN23)cc(C(C)(C)C)c1O,4.2,-0.88
Cn1cc(CN2CCC(n3nccc3NC(=O)CCc3ccccc3)CC2)cn1,-0.9,0.66
COc1ccc(CCN2CC(C(=O)N(C)CC(=O)Nc3cccc(F)c3)CC2=O)cc1OC (stereo not given),0.0,0.82
O=C(OCc1nc2ccccc2[n+]([O-])c1C(=O)c1ccccc1)c1ccco1,-1.2,-0.69
CC(C)CC(=O)Nc1ccc(S(=O)(=O)Nc2nccs2)cc1,-2.3,0.91
c1ccc(-c2nnnn2-c2ccccc2)cc1,-1.5,-1.2
Cc1ccc(C(=O)NN2C(=O)C3C(C2=O)C2C=CC3C23CC3)cc1 (stereo not given),-1.6,-0.44
OC(CNC1Cc2ccccc2C1)c1ccccc1 (stereo not given),-0.8,1.4
Cc1[nH]n(-c2ccccc2)c(=O)c1/C=N/O,-0.1,0.83
COc1ccc(NC(=O)c2cc(C3CC3)on2)c(OC)c1,-0.2,-3.1
C=CCNC(=S)N1CCN(c2ccccc2Cl)CC1,0.4,0.65
SMILES,STK33 kinase inh,Kir21 inh
O=C(Cc1ccccc1)NCC(=O)N/N=C/c1ccc([N+](=O)[O-])s1,-1.5,-0.6
Cc1ccc(-c2ccc(=O)n(CC(=O)NCCN3CCCCC3C)n2)cc1 (stereo not given),0.5,-0.44
O=C(CCCCCN1C(=O)[C@@H]2Cc3ccccc3CN2C1=O)N[C@@H](Cc1ccc(O)cc1)C(=O)O,-0.5,0.05
NS(=O)(=O)c1cccc(NC(=O)CSc2nnc(C3CC3)n2C2CC2)c1,0.4,.
COc1ccc(-c2ccc3c(c2)S(=O)(=O)c2cccc(C(=O)NC4CCCCC4)c2C3=O)cc1OC,-0.8,.
CC(=O)NC(CCS(C)(=O)=O)C(=O)Nc1cccc(C)c1 (stereo not given),-0.3,0.32
O=C(CNC(=S)NC(=O)c1ccccc1Br)c1ccccc1,0.3,-0.01
Brc1ccc(-c2nnc3ccc(N4CCN(c5ccccc5)CC4)nn23)cc1,-1.2,0.73
O=C1CC(C(=O)O)(c2ccccc2)c2cccc(F)c21 (stereo not given),-0.2,-0.22
Clc1cccc(CNCCCSc2ncccn2)c1,0.2,-0.27
O=C(Nc1cccc(N=Cc2cc(Cl)cc(Br)c2O)c1)c1ccco1,-0.7,0.05
CC(C)c1csc(CN2CCN(CCc3ccccc3)C(CCO)C2)n1 (stereo not given),-0.7,-0.67
O=C(Nc1cccc2ncccc12)c1cccc(F)c1,0.7,0.07
O=C(O)CCn1c(C(=O)O)cc2sccc21,-1.0,0.33
c1ccc(-n2nnc(-c3cccnc3)n2)cc1,-0.4,1.8
C/C=C/c1ccc(OCC(=O)N2CCc3cc(OC)c(OC)cc3C2)c(OC)c1,-1.4,-0.62
CCC(CO)Oc1cc(NC(=O)c2cccc(F)c2)c2ncn(C(C)C)c2c1 (stereo not given),2.1,.
COc1ccccc1N1CSC2=C(C#N)C(c3ccc(SC)cc3)CC(=O)N2C1 (stereo not given),-0.6,0.53
Cc1cc(C=O)c(C)n1-c1ccc2c(c1)OCO2,-1.3,1.6
C(=N\N=C\c1ccccn1)/c1ccccn1,-4.2,1
CCOC(=O)c1cnc(COc2ccc(OC)cc2)[nH]c1=O,-1.8,-0.28

# Assay outcomes deposited in PubChem BioAssay by several laboratories.
